# All columns: NCI-60 one-dose screen, growth in % after 48 h at 10 µM unless noted; 100 = growth as untreated, 0 = no growth, -100 = all killed.
# MDA-MB-231: MDA-MB-231 breast cancer; 5% of 81,000 active; AID 1794789
# MDA-MB-435: MDA-MB-435 melanoma; 7.8% of 82,000 active; AID 1794794
# K-562: K-562 leukemia. 7.4% of 78,000 active. AID 1794777
# BT-549: BT-549 breast cancer | 4.4% of 78,000 active | AID 1794793
# MOLT-4: MOLT-4 leukemia cells. 6.9% of 80,000 active
# SR: SR leukemia cells | AID 1794780 | 8.7% of 73,000 active
# MDA-MB-468: MDA-MB-468 breast cancer; 8.5% of 78,000 active
# MCF7: MCF7 breast cancer. AID 1794796. 6.3% of 82,000 active
# Starred values were filed as active, the others as inactive; . = not tested or not shown; & = joins results of further samples; [ ] = another dose, or the depositor's remark. The calls were made as follows: active = growth percent below 10; inactive = the rest. An unsorted share of the library (roughly 15% active in at least one column).
SMILES,MDA-MB-231,MDA-MB-435,K-562,BT-549,MOLT-4,SR,MDA-MB-468,MCF7
Cc1cc2c(-c3nc4ccccc4[nH]3)c(O)c(O)cc2c(O)c1-c1c(C)cc2c(-c3nc4ccccc4[nH]3)c(O)c(O)cc2c1O,23.3,23.3,6.0*,-6.0*,2.2*,6.0*,-18.3*,5.3*
COc1ccc(-n2nc(C(=O)NCC(=O)NO)nc2-c2ccccc2)c(OC)c1OC,104.5,106.0,89.9,115.3,99.7,105.6,104.3,95.9
COc1cc2c(cc1OC)C1CC(c3ccccc3)=C(c3ccccc3)CN1CC2 (centres undefined),71.2,66.4,.,90.2,.,.,78.7,73.7
CCCCCCCSC(=S)NC1c2ccccc2Oc2ccccc21,94.1,110.4,90.7,91.5,80.3,60.7,86.3,89.6
Cn1ccnc1C(=O)C1CC1c1ccc(CC(=O)Nc2ccc(Br)cc2)cc1 (centres undefined),87.3,104.1,91.5,100.7,90.9,96.0,93.1,98.0
COc1cc2c(cc1OC)-c1c(OC)c(OC)cc3c1C(C2)OCC3 (centres undefined),80.6,92.1,70.0,86.7,79.4,60.1,79.2,57.3
Cn1nc(N)c(S(=O)(=O)c2ccccc2)c1Nc1ccccc1,106.2,108.4,94.4,92.3,96.4,.,102.2,102.4
CC[C@]12CN3CCc4c([nH]c5ccccc45)[C@@](C(=O)OC)(c4cc5c(cc4OC)N(C)[C@H]4[C@@](O)(C(=O)OC)[C@H](OC(C)=O)[C@]6(CC)C=CCN7CC[C@]54[C@@H]76)CC(C3)[C@H]1O2 (some centres undefined),-28.8*,-43.8*,16.6,-26.0*,25.7,.,-12.7*,15.7
CC1CCC2(CC1)N=C(N)N=C(N)N2c1ccc(S(N)(=O)=O)cc1 (centres undefined),103.0,100.8,90.6,115.8,101.7,96.5,105.3,90.9
CN(C)CCOC(=O)Oc1c(Cl)cc(Cl)c(Cl)c1[N+](=O)[O-],110.9,93.4,101.2,107.7,102.8,102.0,96.2,100.1
COc1cc2oc(-c3cccc(C(=O)N[C@@H](CC(C)C)C(=O)OC(C)(C)C)c3)cc(=O)c2c(OC)c1OC,72.1,90.0,36.7,67.5,62.1,42.1,85.6,69.9
CC(C)n1nc(C#Cc2cccc(O)c2)c2c(N)ncnc21,-67.7*,-25.8*,-23.0*,-65.4*,-36.1*,.,-44.2*,0.6*
CC(C)=CCC[C@](C)(O)[C@H]1CC[C@]2(C)[C@@H]1CC[C@@H]1[C@@]3(C)CC/C(=N/O)C(C)(C)[C@@H]3CC[C@]12C,-34.2*[100 µM],5.4*[100 µM],10.9[100 µM],1.2*[100 µM],2.2*[100 µM],12.5[100 µM],-26.3*[100 µM],10.0[100 µM]
CCCCCCCCn1ccc2cc(NC(=O)CN3CCN(c4cc(C)nc(N5CCCCC5)n4)CC3)ccc21,81.9,95.6,17.1,94.0,60.1,35.6,75.2,67.7
C/C=C(\C)C(C(=O)NC1CCCCC1)N(C(=O)C1CCc2cc(F)ccc2O1)c1cccc([N+](=O)[O-])c1 (centres undefined),82.6,.,83.5,93.5,78.3,96.2,78.1,80.2
Cc1cc(C)c(C)c(C(=O)CCC(=O)O)c1C,.,104.7,91.7,90.1,92.3,96.0,104.1,102.9
COc1cc(C(=O)/C=C/c2c(-c3ccc(F)cc3)nc3ncccn23)cc(OC)c1OC,64.4,11.9,17.9,32.5,50.7,9.6*,.,10.0
CCCCCCCCCC(=O)OC1CC(C)=C2C(=O)C=C(C)[C@@H]2[C@H]2OC(=O)[C@H](C)[C@H]12 (some centres undefined),104.3,65.4,67.6,110.3,84.3,77.1,101.0,95.2
O=C(CCn1cc[n+](CC(=O)c2ccc([N+](=O)[O-])cc2)c1)Nc1cccc2cccnc12,79.0,104.4,87.3,83.9,101.1,126.4,43.6,85.9
Oc1ccc(/C=N/c2n[nH]c(-c3cccnc3)n2)c(O)c1O,100.0,100.9,87.1,102.9,92.2,84.7,106.8,94.4
COc1ccc(C2=NOC(C(=O)N3CCC(O)CC3)C2)cc1OC1CCCC1 (centres undefined),105.2,109.1,98.2,96.7,107.1,97.1,110.8,88.2
CCCCCCCCC#CCCCCCCCCCCCC(=O)O,110.3,114.2,98.4,107.0,108.3,99.0,94.3,96.4
O=C1c2cccc(-c3ccc(C(F)(F)F)cc3)c2C2CC=CCN12 (centres undefined),102.2,89.4,77.7,87.0,85.7,74.8,72.8,93.3
Cc1c(C(N)=O)sc2[nH]c(=S)n(Cc3ccccc3)c(=O)c12,115.1,112.7,.,93.4,.,.,110.8,101.8
O=C1/C(=C2\SC(=S)N(c3ccc(F)cc3)C2=O)SC(=S)N1c1ccc(F)cc1,107.4,103.4,101.9,104.7,110.5,111.2,89.6,87.0

# Reprinted from the part before: two compounds, followed by the next part.
SMILES,MDA-MB-231,MDA-MB-435,K-562,BT-549,MOLT-4,SR,MDA-MB-468,MCF7
Cc1c(C(N)=O)sc2[nH]c(=S)n(Cc3ccccc3)c(=O)c12,115.1,112.7,.,93.4,.,.,110.8,101.8
O=C1/C(=C2\SC(=S)N(c3ccc(F)cc3)C2=O)SC(=S)N1c1ccc(F)cc1,107.4,103.4,101.9,104.7,110.5,111.2,89.6,87.0
[O-][n+]1onc(-c2ccccc2)c1CNc1ccc(Nc2nc(C(F)(F)F)nc3c2cnn3-c2ccc(Br)cc2)cc1,69.7,72.8,22.8,97.5,47.0,43.5,72.0,38.8
Cc1cc(C)c(/C=C2\C(=O)Nc3ccc(NC(=O)CCCCC(=O)NO)cc32)[nH]1,69.3,66.1,86.6,95.3,42.4,29.7,58.5,56.1
CCOC(=O)c1cnnn1-c1cc(=O)[nH]c2ccc(OC)cc12,99.6,100.0,.,99.0,106.7,108.2,89.7,94.3
N=c1c2c(N)[nH]nc2nc2n1-c1ccccc1Sc1ccccc1-2,82.2,99.2,117.2,112.1,107.4,106.1,107.9,101.4
COc1ccc(CCNc2nc3sc4c(c3c(=O)[nH]2)CCCC4)cc1OC,102.4,99.2,87.5,103.1,90.1,65.3,100.0,88.3
O=C(Nc1cccc(F)c1)Nc1nccnc1OCc1ccc(F)cc1,86.2,108.0,85.0,91.1,77.5,.,94.3,55.4
COc1nc(OC)nc(-c2cnc3cc(OC)c(OC)cc3c2)n1,99.0,108.2,97.5,110.2,100.1,91.6,101.8,98.5
Nc1cc2c(cc1N)-c1ccccc1C2,97.0&64.7,94.1&91.6,87.0&79.4,75.5&64.1,79.8&57.3,90.7&71.1,97.8&89.4,95.0&81.2
Cc1ccn2c1C(=O)N(c1ccccc1)C2=S,98.2,103.7,97.5,104.3,88.7,112.2,108.8,98.2
CC12CCC(C3NC(=S)NN=C31)C2(C)C (centres undefined),106.7,101.8,107.9,104.6,99.6,89.3,108.2,95.9
COc1ccc(NC2=C(Sc3nc(C)cc(C)n3)C(=O)N(Cc3ccccc3)C2=O)cc1Cl,85.4[30 µM],86.6[30 µM],69.7[30 µM],65.4[30 µM],45.0[30 µM],63.4[30 µM],.,48.4[30 µM]
O=C1CSC(SC(=O)Oc2ccc(Cl)cc2Cl)=N1,111.8,109.5,105.2,117.4,101.6,.,108.1,107.4
CC(=O)Nc1c(C)cccc1C,107.9,102.2,100.9,108.3,92.0,106.2,98.9,92.2
O=C1c2ccccc2C(=O)C1[N+](=O)[O-],103.8,107.4,99.4,100.7,98.9,107.5,101.0,92.8
CC(=O)Nc1cc2c(cc1[N+](=O)[O-])-c1ccccc1/C2=N\O,93.6,110.2,83.2,77.1,96.0,.,.,81.2
Cc1nn(-c2ccccc2)c(Cl)c1/C=C1\N=C(c2ccccc2)NNC1=O,109.0,100.8,.,102.2,.,72.7,83.3,101.8
Cc1cc([N+](=O)[O-])ccc1NS(=O)(=O)c1ccccc1,99.3&91.2,83.4&80.6,88.8&83.4,91.2&113.6,114.8&87.4,125.0&107.4,77.0&74.1,96.5&87.9
CC12CCCC(=O)N1c1ccc(Br)cc1-c1nc(=O)c(-c3ccccc3)nn12 (centres undefined),80.5,105.8,97.2,101.8,102.1,.,.,97.8
O=C1c2ccccc2-c2c1nc1ccccc1[n+]2[O-],107.9,109.9,.,98.2,95.8,.,.,95.8
CCCCCCCCCCCCCCCCNC1=C(Cl)C(=O)c2ccccc2C1=O,65.4,109.2,112.1,99.3,115.2,.,105.3,90.9
O=C(/C=C/c1ccccc1)Oc1ccccc1,94.5,103.8,108.5,117.0,81.0,99.0,100.8,89.8
CN(C)C(=S)N(C)C,111.4,112.3,106.4,106.9,109.4,94.9,113.6,107.3
Cc1ccccc1OS(=O)(=O)c1cccc([N+](=O)[O-])c1,111.4,109.7,113.4,87.9,94.1,85.9,88.0,98.6
Cc1nc(Cl)c2[nH]c(Cl)nc2n1,101.8,107.2,111.6,91.6,87.9,85.6,118.3,102.4
O=C(/C=C/c1cccnc1)c1ccccc1O,108.1,103.5,93.9,125.0,93.8,89.6,97.8,89.6
SMILES,MDA-MB-231,MDA-MB-435,K-562,BT-549,MOLT-4,SR,MDA-MB-468,MCF7
Cc1ccc(-c2nc3ccccc3o2)cc1NCc1cc(Cc2ccccc2)ccc1O,101.8,106.6,63.7,97.8,71.5,76.0,103.5,80.6
CCOC(=O)/C=C/C(=O)[C@H](CC(C)C)NC(=O)[C@H](Cc1ccccc1)NC(=O)OCc1ccccc1,63.5,75.8,5.9*,69.2,0.3*,-8.8*,-21.5*,19.7
Nc1ccccc1SC(CC(=O)c1ccccc1)c1ccccc1 (centres undefined),101.8&95.0,99.7&87.5,69.5&77.7,92.9&88.7,91.0,32.9&66.1,89.7,20.1&40.1
CN1CCC23C(=O)CC4C(=CCOC5CC(=O)N(c6ccccc62)C3C54)C1 (centres undefined),91.5,119.5,109.4,102.5,93.2,80.9,108.2,96.8
Cc1nc(Nc2ccc(NC(=S)Nc3ccccc3)cc2)nc2nc(NCc3ccccc3)[nH]c(=O)c12,68.5,106.7,46.3,.,67.1,40.7,.,56.5
Oc1ccc(/C=C/c2nc(Nc3ccc(Cl)cc3)c3ccccc3n2)cc1,90.5,104.0,102.1,99.4,98.5,96.1,81.6,104.4
CCOc1cccc(/C(N)=N/C(N)=N/c2nc(C)cs2)c1,100.0,108.4,95.1,135.9,101.3,102.6,112.9,82.3
CCc1ccc(/C=C2\Oc3cc(C)c(Cl)c(C)c3C2=O)cc1,74.0,98.2,91.8,99.2,90.9,80.1,74.7,35.8
O=C1CC[C@@]2(O1)C(=O)O[C@@H](CI)[C@H]2c1ccccc1,110.4,103.7,103.8,113.0,97.0,87.6,.,96.9
COc1ccc(N=Nc2c(Nc3ccccc3)[nH][nH]c2=O)cc1,96.5,104.0,.,82.7,.,.,85.8,89.7
COc1ccc(NC(=O)CSc2nc3ccccc3[nH]2)cc1,86.9,95.4,77.8,94.9,.,.,89.1,94.6
O=C(Nc1cccc(F)c1)Nc1cccc(Cn2c(=O)[nH]c3ccc(Oc4ncccn4)cc3c2=O)c1,84.3,79.9,51.9,79.4,44.4,.,51.2,73.2
Cc1nc(N)nc(N)c1-c1ccc(Cl)c(Cl)c1,103.8,131.8,.,122.6,95.1,.,116.1,86.8
CCNC(=O)Oc1ccc(/C(=C(/C)Cc2ccc(OC)cc2)c2ccc(OCCN3CCCCCC3)cc2)cc1,64.1,81.6,5.8*,89.1,35.2,-51.7*,51.8,22.2
COc1ccc2[nH]c(=O)c(CSc3nccc(-c4ccc(Cl)cc4)n3)cc2c1,18.4,55.0,23.2,30.6,22.0,.,-28.5*,7.8*
O=C(NCCN1CCOCC1)c1cccc(N2C(=O)/C(=C/c3cccc(F)c3)SC2=S)c1,95.1,93.7,86.9,99.1,90.3,.,96.6,91.4
CCOC(=O)C1=C(N)N(c2ccccc2)C2=C(C(=O)CC(C)(C)C2)C1c1ccc(Cl)cc1Cl (centres undefined),.,29.5,13.0,33.4,7.2*,10.1,3.8*,9.2*
COc1ccc2c(c1)C(=O)/C(=C/c1c(C)n(C)n(-c3ccccc3)c1=O)CO2,95.2,101.6,.,97.8,88.1,100.4,82.2,89.8
Brc1ccc2c(-c3cncn3Cc3ccc(I)cc3)c[nH]c2c1,82.9,94.7,62.3,.,59.1,71.6,80.0,73.6
CC(=Nc1ccccc1)C1=C(O)C(CC(C)C)NC1=O (centres undefined),111.1,108.7,127.8,93.4,103.9,120.6,90.1,102.5
O=C(O)CCCCCCCCCCCCC(=O)O,112.8,102.3,95.3,99.6,101.0,99.7,101.2,95.4
CCOc1ccc(Cc2nccc3cc(OCC)c(OCC)cc23)cc1OCC,53.2,60.2,14.3,49.1,27.2,26.7,61.4,72.7
CCC(C)(C)C1CCCCC1,111.8,100.1,.,97.5,.,.,117.5,.

# Structural class: the compounds so far with a nitro group on carbon.
SMILES,MDA-MB-231,MDA-MB-435,K-562,BT-549,MOLT-4,SR,MDA-MB-468,MCF7
CN(C)CCOC(=O)Oc1c(Cl)cc(Cl)c(Cl)c1[N+](=O)[O-],110.9,93.4,101.2,107.7,102.8,102.0,96.2,100.1
C/C=C(\C)C(C(=O)NC1CCCCC1)N(C(=O)C1CCc2cc(F)ccc2O1)c1cccc([N+](=O)[O-])c1 (centres undefined),82.6,.,83.5,93.5,78.3,96.2,78.1,80.2
O=C(CCn1cc[n+](CC(=O)c2ccc([N+](=O)[O-])cc2)c1)Nc1cccc2cccnc12,79.0,104.4,87.3,83.9,101.1,126.4,43.6,85.9
O=C1c2ccccc2C(=O)C1[N+](=O)[O-],103.8,107.4,99.4,100.7,98.9,107.5,101.0,92.8
CC(=O)Nc1cc2c(cc1[N+](=O)[O-])-c1ccccc1/C2=N\O,93.6,110.2,83.2,77.1,96.0,.,.,81.2
Cc1cc([N+](=O)[O-])ccc1NS(=O)(=O)c1ccccc1,99.3&91.2,83.4&80.6,88.8&83.4,91.2&113.6,114.8&87.4,125.0&107.4,77.0&74.1,96.5&87.9
Cc1ccccc1OS(=O)(=O)c1cccc([N+](=O)[O-])c1,111.4,109.7,113.4,87.9,94.1,85.9,88.0,98.6

# High-throughput results as filed in PubChem.
